# Screening data from PubChem.
# TDP2 inh = human TDP2 enzyme inhibitors, primary screen, biochemical, epi absorbance, recombinant enzyme; Tyrosyl-DNA phosphodiesterase 2 (Homo sapiens), O95551; T5PNP hydrolysis, p-nitrophenol absorbance 415 nm; inhibition, % at 12.8 µM; hit rate 0.34% among 370,000; AID 720702, 2013;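 active = inhibition above the mean of all tested compounds plus 3 SD, set per campaign, cut at about 25% in these data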;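 also: 0% = DMSO with enzyme and 100% = buffer with substrate but no TDP2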
#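 Material: recombinant human TDP2; quantity: TDP2 enzyme at 120 nM final; medium: Tris-HCl pH 7.5 with MgCl2; compound: single concentration, 12.8 µM nominal, with 1% DMSO; incubation: 2 h enzyme incubation at 37 °C; signal: epi absorbance; measure: percent inhibition; benchmarks: high control without enzyme, low control DMSO plus TDP2; repeats: singlicate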
# DDE Tn6 FP inh = inhibitors of Tn6 peptide binding to fibrin DD(E), primary screen, biochemical, fluorescence polarization, human fibrin, Tn6 probe. Fibrinogen beta chain (Homo sapiens), P02675. Fibrin DD(E) TRITC-Tn6 fluorescence polarization displacement. inhibition, % at 8.3 µM. hit rate 0.21% among 370,000. AID 720509, 2013;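 active = inhibition above a per-campaign cutoff: mean of compounds within control limits plus 3 SD, cut at about 15% in these data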;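 also: 0% = median of all compound wells on the plate and 100% = blocking peptide control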
# proKLK7 act = proKLK7 zymogen activators, primary screen, biochemical, fluorescence intensity; Kallikrein-7 (Homo sapiens), P49862; hit rate 0.9% among 370,000; activation, % at 7 µM; AID 652039, 2013; purified proKLK7, EDANS-DABCYL substrate fluorescence; 100% is mature enzyme control, 0% vehicle;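 active = activation above the mean of all tested compounds plus 3 SD, computed per campaign excluding outliers beyond control limits, cut at about 13% in these data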
# Target sequence (P49862 whole entry, looked up): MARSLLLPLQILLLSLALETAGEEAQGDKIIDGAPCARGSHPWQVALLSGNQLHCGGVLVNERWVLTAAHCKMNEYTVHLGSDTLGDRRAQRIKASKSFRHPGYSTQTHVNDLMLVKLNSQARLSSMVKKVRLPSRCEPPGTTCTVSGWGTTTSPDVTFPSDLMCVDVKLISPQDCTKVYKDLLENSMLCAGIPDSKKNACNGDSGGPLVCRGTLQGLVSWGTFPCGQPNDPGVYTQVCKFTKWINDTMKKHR
# LEDGF integ inh = blockers of LEDGF/p75-dependent integrase strand transfer – biochemical, TR-FRET, high throughput, primary screen; HIV-1 integrase (with human LEDGF/p75); TR-FRET IN-LEDGF/p75 DNA integration, Eu/Cy5; inhibition, % at 3.7 µM; hit rate 0.64% among 370,000;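 active = inhibition above the screen-wide mean plus 3 SD, cut at about 13% in these data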;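 also: signal is the Cy5 over europium emission ratio at 671 and 618 nm; 0% = plate median of compound wells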
# SIAE inh = human SIAE inhibitors, primary screen, biochemical, fluorescence polarization, FP-Rh probe, 1536-well HTS. Sialate O-acetylesterase (Homo sapiens), Q9HAT2. AID 1053197, 2014. hit rate 0.69% among 370,000. SIAE FP-Rh probe binding. inhibition, % at 9.66 µM;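 active = inhibition above a cutoff: mean of compounds within the control limits plus 3 SD of those, cut at about 17% in these data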;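 also: 0% = plate median of compound wells and 100% = probe without SIAE protein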
# DDE Tn7 FP inh = inhibitors of Tn7 peptide binding to fibrin DD(E), primary screen, biochemical, fluorescence polarization, human fibrin, Tn7 probe | FP displacement of FITC-Tn7 peptide from fibrin DD(E); 0% = median of compound wells per plate | inhibition, % at 8.3 µM | hit rate 0.13% among 370,000 | AID 720508, 2013 | Fibrinogen beta chain (Homo sapiens), P02675;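 active = inhibition above the mean of compounds falling within the control limits plus 3 SD of them, cut at about 14% in these data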;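 also: 0% = plate median of compound wells and 100% = 10 µM Aha-Tn7 peptide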
#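 Assay system: human fibrin DD(E). Input: DD(E) 2 µM final. Medium: Tris buffer with calcium and detergent, pH 7.8. Compound dosing: single point at 8.3 µM. Timing: 10 min plus 3 h, room temperature. Technique: fluorescence polarization of the labelled Tn7 tracer. Read-out: percent inhibition. Replicates: singlicate testing.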
# TCR CD3 inh = inhibitors of human TCR-CD3 interaction, primary screen, biochemical, fluorescence, TAMRA-labeled TCR probe; inhibition, % at 9.4 µM; hit rate 0.37% among 360,000; in the data active = inhibition above about 19%;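 also: recombinant mutant TCR 2C K166C tagged with TAMRA read by polarization; 0% = receptor in buffer alone and 100% = receptor with positive control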
# PRMT1 inh = PRMT1 methyltransferase inhibitors, primary screen, biochemical, fluorescence polarization. Protein arginine N-methyltransferase 1 (Homo sapiens), Q99873. recombinant PRMT1, activity-based probe fluorescence polarization. inhibition, % at 2.79 µM. hit rate 1.3% among 370,000. AID 652257, 2013;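 active = inhibition above about 21% made by adding two undisclosed values, limit read from the data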
# MBD2 inh = inhibitors of MBD2 binding to methylated DNA, primary screen, biochemical, TR-FRET, DNA-binding domain, human; Methyl-CpG-binding domain protein 2 (Homo sapiens), Q9UBB5; inhibition, % at 4.4 µM; AID 686964, 2013; hit rate 0.31% among 370,000; MBD2 binding to methylated oligonucleotide; in the data active = inhibition above about 13%
# UHRF1 MBD2 ctr = UHRF1 methylated DNA binding inhibitors, primary screen, counter-screen for MBD2 inhibitor project, biochemical, TR-FRET, human UHRF1, single concentration | UHRF1 binding to methylated oligo | E3 ubiquitin-protein ligase UHRF1 (Homo sapiens), Q96T88 | AID 687016, 2013 | hit rate 0.75% among 370,000 | inhibition, % at 4.4 µM; in the data active = inhibition above about 21%;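 also: UHRF1 SRA domain binding a hemimethylated CpG hairpin DNA probe; 0% = median of test compound wells and 100% = reference inhibitor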
# Target sequence (Q96T88 whole entry, looked up, the tested form may be a part): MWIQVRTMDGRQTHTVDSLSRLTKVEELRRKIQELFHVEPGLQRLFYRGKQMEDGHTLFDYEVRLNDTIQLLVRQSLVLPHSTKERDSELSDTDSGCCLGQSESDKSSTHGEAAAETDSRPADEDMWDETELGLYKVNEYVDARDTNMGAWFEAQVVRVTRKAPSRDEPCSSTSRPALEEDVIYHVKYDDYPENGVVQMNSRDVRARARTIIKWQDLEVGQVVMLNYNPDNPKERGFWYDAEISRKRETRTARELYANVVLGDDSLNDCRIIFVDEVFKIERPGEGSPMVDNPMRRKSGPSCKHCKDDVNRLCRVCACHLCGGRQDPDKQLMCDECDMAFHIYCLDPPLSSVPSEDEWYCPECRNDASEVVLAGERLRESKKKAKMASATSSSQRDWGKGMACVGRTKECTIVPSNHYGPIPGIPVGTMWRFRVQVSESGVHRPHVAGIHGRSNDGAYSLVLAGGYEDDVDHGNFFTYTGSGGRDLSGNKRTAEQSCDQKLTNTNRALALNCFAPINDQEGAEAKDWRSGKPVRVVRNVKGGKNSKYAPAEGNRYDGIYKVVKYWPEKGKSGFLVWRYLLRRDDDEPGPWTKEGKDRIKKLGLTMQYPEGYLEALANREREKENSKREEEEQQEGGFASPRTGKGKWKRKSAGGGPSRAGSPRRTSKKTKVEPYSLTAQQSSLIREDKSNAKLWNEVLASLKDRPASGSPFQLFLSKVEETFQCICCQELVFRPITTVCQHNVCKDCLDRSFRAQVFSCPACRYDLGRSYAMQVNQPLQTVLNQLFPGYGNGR
# * hit, by the source's call; · = not tested or not shown.
smiles	TDP2 inh	DDE Tn6 FP inh	proKLK7 act	LEDGF integ inh	SIAE inh	DDE Tn7 FP inh	TCR CD3 inh	PRMT1 inh	MBD2 inh	UHRF1 MBD2 ctr
CC1CCc2nc3ccc(S(=O)(=O)N4CCC(C(=O)NCc5ccccc5Cl)CC4)cc3c(C(=O)O)c2C1 (configuration not stated)	6	-1	-0.2	5	-6	-5	3	2	-7	-2
CC(=O)Nc1ccc(Nc2ccc([N+](=O)[O-])cn2)cc1	0	-2	0.1	2	-2	-2	4	3	-10	-5
O=C(CSc1nc2c(cnn2-c2ccccc2)c(=O)[nH]1)N1N=C(c2cccs2)CC1c1ccc(F)cc1 (configuration not stated)	-1	-5	-0.2	-2	-2	3	1	-1	3	0
O=C(NNC1CC(=O)N(c2ccc(Cl)cc2)C1=O)c1ccco1 (configuration not stated)	6	1	-1.0	7	11	-2	-1	-2	0	-4
CCOc1cccc(SCc2noc(C(=O)NCC3CCCO3)c2C(=O)O)c1 (configuration not stated)	11	-1	0.3	0	-2	1	6	-1	1	-1
CCN(Cc1ccccc1)c1ccc(/C=N/NS(=O)(=O)c2cccc([N+](=O)[O-])c2)cc1	11	2	-0.1	4	5	1	-6	1	-1	-1
CN(Cc1c(C(=O)N/N=C/c2ccc(F)cc2)nnn1-c1nonc1N)C1CCCCC1	5	3	0.2	0	-2	-2	9	-2	-3	-3
CCn1ccc(=O)c2cc3c(cc21)OCO3	-3	-5	-0.3	-5	1	4	10	-1	-5	-2
COC(=O)CN(C)C(=O)CC1C(=O)NCCN1CC(C)(C)C (configuration not stated)	15	6	0.2	-1	3	-5	6	-1	-2	-2
COc1ccc(N(CC(=O)NCCc2ccc(OC)c(OC)c2)S(=O)(=O)c2c(C)noc2C)cc1	-6	5	0.3	-2	8	5	7	-2	-2	-1
O=Cc1c(N2CCN(c3cccc(Cl)c3)CC2)nc2ccccn2c1=O	-2	2	-0.8	0	2	2	0	-1	-3	-2
CC1(c2cccc(Br)c2)NC(=O)N(CC(=O)c2ccc3c(c2)OCCO3)C1=O (configuration not stated)	12	-1	-0.1	-1	-4	1	5	-2	3	-2

# (next part)
smiles	TDP2 inh	DDE Tn6 FP inh	proKLK7 act	LEDGF integ inh	SIAE inh	DDE Tn7 FP inh	TCR CD3 inh	PRMT1 inh	MBD2 inh	UHRF1 MBD2 ctr
c1cncc(-c2nnc3n2N=C(c2cccs2)CS3)c1	-7	9	0.0	-3	1	-1	-2	5	-3	-1
O=S(=O)(NCCOCCNS(=O)(=O)c1ccccc1)c1ccccc1	-18	3	0.2	0	-9	5	-3	-4	-3	0
CC(=O)c1ccc(OCC(=O)OCC(=O)c2ccc(S(=O)(=O)N3CCCCC3)cc2)cc1	-18	2	0.2	6	3	-1	-5	-3	2	4
O=C(COc1ccc(Cl)cc1)Nc1ccc(N2CCN(C(=O)c3ccco3)CC2)cc1	2	-3	0.2	1	5	-2	4	1	-2	-3
Nc1c(C(=O)NC23CC4CC(CC(C4)C2)C3)sc2nc3c(c(C(F)(F)F)c12)CCC3	-9	6	-0.3	0	-2	-15	2	8	2	4
C=CC[C@H](CC(=O)NCCO)C(=O)NC[C@@H](OC(=O)[C@@H](CC=C)Cc1ccc(F)cc1)c1ccccc1	4	0	0.1	1	5	-1	-3	1	-1	-2
Cc1ccc(NC(=O)c2ccccc2-c2ccc(C(F)(F)F)cc2)cc1S(=O)(=O)N1CCOCC1	1	-1	0.1	2	-1	5	-7	-2	-3	-1
CCN(CC)CCCNc1nc2ccccc2[nH]1	7	5	-0.6	0	3	-6	6	1	2	0
CCn1c(CSc2nnc3ccccn23)nc2cc(C(=O)O)ccc21	12	20*	0.3	3	54*	-3	67*	3	3	-2
CCOc1ccc(OCCC(=O)OCC(=O)Nc2ccc(N3CCOCC3)cc2)cc1	3	-3	-0.6	-2	6	2	-6	-1	-2	-1
CCOc1ccccc1NC(=O)c1ccc(-n2cncn2)nc1	0	-1	-0.1	4	1	2	4	-1	-3	2
O=C(CCCC1=NS(=O)(=O)c2ccccc2N1)N1CCN(c2ccccc2Cl)CC1	4	-7	0.4	0	-2	-8	·	-3	-1	-1

# 3 compounds from above, arranged by the value under LEDGF integ inh, rising.
smiles | TDP2 inh | DDE Tn6 FP inh | proKLK7 act | LEDGF integ inh | SIAE inh | DDE Tn7 FP inh | TCR CD3 inh | PRMT1 inh | MBD2 inh
CCOc1ccc(OCCC(=O)OCC(=O)Nc2ccc(N3CCOCC3)cc2)cc1 | 3 | -3 | -0.6 | -2 | 6 | 2 | -6 | -1 | -2
O=C(COc1ccc(Cl)cc1)Nc1ccc(N2CCN(C(=O)c3ccco3)CC2)cc1 | 2 | -3 | 0.2 | 1 | 5 | -2 | 4 | 1 | -2
Cc1ccc(NC(=O)c2ccccc2-c2ccc(C(F)(F)F)cc2)cc1S(=O)(=O)N1CCOCC1 | 1 | -1 | 0.1 | 2 | -1 | 5 | -7 | -2 | -3

# Part of the list above, with each value named.
> C=CC[C@H](CC(=O)NCCO)C(=O)NC[C@@H](OC(=O)[C@@H](CC=C)Cc1ccc(F)cc1)c1ccccc1
- TDP2 inh: 4
- DDE Tn6 FP inh: 0
- proKLK7 act: 0.1
- LEDGF integ inh: 1
- SIAE inh: 5
- DDE Tn7 FP inh: -1
- TCR CD3 inh: -3
- PRMT1 inh: 1
- MBD2 inh: -1
- UHRF1 MBD2 ctr: -2
> Cc1ccc(NC(=O)c2ccccc2-c2ccc(C(F)(F)F)cc2)cc1S(=O)(=O)N1CCOCC1
- TDP2 inh: 1
- DDE Tn6 FP inh: -1
- proKLK7 act: 0.1
- LEDGF integ inh: 2
- SIAE inh: -1
- DDE Tn7 FP inh: 5
- TCR CD3 inh: -7
- PRMT1 inh: -2
- MBD2 inh: -3
- UHRF1 MBD2 ctr: -1

# Remaining list, next part:
smiles	TDP2 inh	DDE Tn6 FP inh	proKLK7 act	LEDGF integ inh	SIAE inh	DDE Tn7 FP inh	TCR CD3 inh	PRMT1 inh	MBD2 inh	UHRF1 MBD2 ctr
CCOc1ccc(NS(=O)(=O)c2ccc3[nH]cc(C(=O)NC(C)CC)c(=O)c3c2)cc1 (configuration not stated)	3	-2	-0.7	2	-33	-2	-2	2	0	2
CCOC(=O)c1c(-c2cccs2)csc1NC(=O)COC(=O)c1c(C)noc1C	-8	1	-0.4	-2	0	2	-3	1	4	1
CCOc1ccccc1-c1nc(CN2CCC(C(=O)N3CCOCC3)CC2)c(C)o1	1	3	0.1	-1	4	0	-2	7	1	3
Fc1ccccc1-n1cn[nH]c1=S	0	2	-0.5	-1	-2	-5	4	-9	-1	-1
CCOC(=O)[C@@]12CCCC=C1N(CCc1ccc(Cl)cc1)C(=O)[C@H]2CC(=O)NCCc1ccccc1OC	-9	-9	0.2	6	4	5	·	-7	-6	-2
CCCOc1ccc(C(=O)CCC(=O)NNC(=O)Cn2nc(C)cc2C)cc1	-7	-4	-0.1	2	1	3	0	-1	5	0
Cc1c(C)c2cc(Cl)c(OCC(=O)Nc3ccccn3)cc2oc1=O	4	-4	-0.4	-1	0	-2	2	-4	3	-3
COc1ccccc1CCNC(=O)C1CC(=O)N(c2ccccc2F)C1 (configuration not stated)	-1	-2	0.0	-1	5	7	11	-4	-2	0
CC(=O)c1cccc(NC(=O)CCCCCn2nnc3ccccc3c2=O)c1	-15	1	-0.8	1	6	9	-8	3	1	2
CCOCCCNC(=O)c1c[nH]c2cc(C)ccc2c1=O	10	0	-0.2	1	4	1	-1	-4	-3	-1
O=C(CN1CCN(CC(=O)c2ccc(Cl)cc2)CC1)c1ccc(Cl)cc1	0	1	-0.6	-4	1	-1	-3	2	-4	1
CC(=O)NCCSC(=O)c1ccc(F)cc1	-6	3	-0.1	-2	0	-7	6	1	-3	4

# Continuation:
smiles	TDP2 inh	DDE Tn6 FP inh	proKLK7 act	LEDGF integ inh	SIAE inh	DDE Tn7 FP inh	TCR CD3 inh	PRMT1 inh	MBD2 inh	UHRF1 MBD2 ctr
CC(C)Sc1nc2ccsc2c(=O)[nH]1	-2	-6	-0.7	-2	5	2	5	-2	0	-1
COc1ccc(NS(=O)(=O)c2ccc(NC(=O)C3CCCO3)cc2)cc1 (configuration not stated)	3	-2	-0.3	-3	6	2	5	-4	4	-2
O=C(Nc1ccc(N2CCOCC2)c(Cl)c1)c1c(F)c(F)c(F)c(F)c1F	6	-3	0.5	-4	5	0	-2	-2	0	-2
N=c1n(CCCOc2ccc(F)cc2)c2ccccc2n1CC(N)=O	7	1	-0.7	-1	8	-1	-6	3	1	-3
O=C(O)c1cccc(Oc2cccc(Cl)n2)c1	13	-2	0.5	0	-3	8	1	1	-1	0
O=C(NCc1ccccc1)NC(=O)c1ccccc1F	-12	0	0.4	2	-3	-8	0	-6	-5	-1
N#CCC(=O)N/N=C\c1cc(Br)ccc1OC/C=C/c1ccccc1	-12	-2	-0.2	0	-16	-1	1	-2	-3	-1
COC(=O)c1ccc(NC(=O)c2ccc(F)cc2)o1	-2	3	-0.1	-4	-1	-10	4	-3	-3	0

# The results go on.
smiles	TDP2 inh	DDE Tn6 FP inh	proKLK7 act	LEDGF integ inh	SIAE inh	DDE Tn7 FP inh	TCR CD3 inh	PRMT1 inh	MBD2 inh	UHRF1 MBD2 ctr
O=C(Cn1c(=O)oc2ccccc21)N1CCN(c2ccc(N3CCOCC3)nn2)CC1	3	-3	9.4	-4	3	-3	0	-1	5	0
CNc1oc(-c2ccccc2)nc1S(=O)(=O)c1ccc(C)cc1	-9	-6	0.1	-6	4	5	0	8	12	4
S=C(NN=Cc1ccccn1)N(Cc1ccccn1)Cc1ccccn1	3	4	1.6	2	16	0	-7	3	3	-7
CCc1cc2c(=O)nc3n(c2s1)Cc1ccccc1/C3=C(/O)c1ccccc1Cl	-3	-3	13*	-1	-1	1	0	1	0	-2
Cc1cccn2c(=O)c3cc(C(N)=S)c(=N)n(CCCOC(C)C)c3nc12	-7	-6	46*	-1	2	1	7	-2	-9	-9
Clc1cc(NCc2cccs2)ccc1N1CCOCC1	9	-13	-0.1	-2	2	-5	7	0	0	-4
COC(=O)[C@@]12C[C@@H](CC(=O)NCCCN3CCCC3=O)C(=O)N(CCc3ccc(OC)c(OC)c3)C1=CCC(C)(C)C2	-14	-1	0.3	1	-4	3	0	8	2	13
